# Mtb BioA inh: BioA (M. tuberculosis) enzyme inhibition; AID 602481; inhibition, % at 9.99 µM; purified M. tuberculosis BioA enzyme, plate reader; actives 0.096% (n = 360,000); in the data active = inhibition above about 40%
# Mtb UGM inh: blocks M. tuberculosis UGM enzyme. inhibition, % at 10 µM. actives 0.06% (n = 320,000). purified UGM, fluorescence polarization probe displacement. P9WIQ1. AID 504406; in the data active = inhibition above about 10%, passing the limit was not always enough
# Target sequence (P9WIQ1 whole entry, looked up): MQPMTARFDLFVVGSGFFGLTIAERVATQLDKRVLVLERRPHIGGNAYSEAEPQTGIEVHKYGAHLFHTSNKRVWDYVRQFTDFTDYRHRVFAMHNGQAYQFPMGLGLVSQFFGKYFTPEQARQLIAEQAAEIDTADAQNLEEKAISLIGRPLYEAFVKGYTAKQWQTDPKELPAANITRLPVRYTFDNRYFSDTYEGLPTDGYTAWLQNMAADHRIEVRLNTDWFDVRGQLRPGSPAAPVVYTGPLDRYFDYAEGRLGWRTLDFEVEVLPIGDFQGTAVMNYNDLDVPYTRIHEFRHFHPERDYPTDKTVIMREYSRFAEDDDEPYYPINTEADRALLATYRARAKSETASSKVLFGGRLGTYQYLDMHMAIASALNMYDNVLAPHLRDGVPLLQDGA
# GDH-TPI counter: counter-screen for M. tuberculosis FBA inhibitors: GDH-TPI coupled enzymes. GDH-TPI coupled enzyme counterscreen, NADH absorbance. inhibition, % at 4.8 µM. actives 1.2% (n = 360,000). AID 588335; in the data active = inhibition above about 30%;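 note: 0% = DMSO wells and 100% = wells lacking the enzyme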
# DUSP3 inh: DUSP3 (human) phosphatase inhibition | inhibition, % at 13.3 µM | actives 0.52% (n = 290,000) | AID 1654 | recombinant VHR phosphatase, pNPP absorbance | P51452; in the data active = inhibition above about 50%; note: some compounds called inactive have numbers as strong as hits
# MazF activator: MazEF (E. coli) toxin RNase activation | P0AE70 | actives 0.32% (n = 350,000) | AID 504720 | FAM/BHQ RNA-DNA oligo cleavage fluorescence, 5 h | activation, % at 20 µM; in the data active = activation above about 50%
# Target sequence (P0AE70 whole entry, looked up): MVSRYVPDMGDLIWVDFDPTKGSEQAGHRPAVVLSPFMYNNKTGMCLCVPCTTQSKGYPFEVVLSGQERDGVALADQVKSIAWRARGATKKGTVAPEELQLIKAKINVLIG
# Vc quorum ag: inducers of Vibrio cholerae quorum light production without autoinducers; actives 0.16% (n = 350,000); AID 588436; activation, % at 18.7 µM; V. cholerae BH1578 lux reporter, luminescence, 6 h; in the data active = activation mostly above about 9.7%, no sharp cut-off; note: not every result past the cut was called active; inactives centre near 0; reference of the scale not given here
# Mtb FBA inh: Mtb fructose-bisphosphate aldolase inhibition. purified M. tuberculosis FBA, fluorescence read-out. inhibition, % at 1 µM. actives 2.3% (n = 360,000); in the data active = inhibition above about 27%;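 note: 0% = vehicle and 100% = reference inhibitor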
# Target sequence (P9WQA3 whole entry, looked up): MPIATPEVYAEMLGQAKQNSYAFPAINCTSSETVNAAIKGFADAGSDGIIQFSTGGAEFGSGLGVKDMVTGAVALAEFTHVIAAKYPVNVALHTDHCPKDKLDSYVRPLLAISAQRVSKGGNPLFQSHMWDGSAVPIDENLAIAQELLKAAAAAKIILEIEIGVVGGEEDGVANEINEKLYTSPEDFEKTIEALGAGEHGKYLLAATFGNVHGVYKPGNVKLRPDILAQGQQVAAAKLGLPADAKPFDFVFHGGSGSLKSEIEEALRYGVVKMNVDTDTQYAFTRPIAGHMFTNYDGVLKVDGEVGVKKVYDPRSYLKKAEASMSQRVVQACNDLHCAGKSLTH
# SSB-PriA inh: inhibitors of Klebsiella pneumoniae PriA binding to SSB C-terminal tail. AlphaScreen SSBct-PriA binding, biotinylated peptide. actives 0.6% (n = 430,000). AID 1272365. inhibition, % at 33 µM; in the data active = inhibition mostly above about 37%, no sharp cut-off; inactive = mostly below about 20%;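 note: plate controls were negative control peptide for no effect and reference peptide for full effect; strong numbers were not always called active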
# Rv3671c protease: inhibits the M. tuberculosis serine protease Rv3671c; P9WHR9; inhibition, % at 5.96 µM; actives 0.048% (n = 320,000); AID 2606; in the data active = inhibition above about 38%;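 note: extracellular domain of Rv3671c used as enzyme; 0% = enzyme with DMSO and 100% = no enzyme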
# SARS 3CLpro inh: SARS-CoV 3CLpro protease inhibition. AID 1706. recombinant SARS-CoV 3CLpro, quenched FRET peptide cleavage. actives 0.14% (n = 290,000). inhibition, % at 6 µM; in the data active = inhibition above about 12%
# Active calls of the source: *; i = inactive; . = not tested or not shown. The list is partial; the hit share may differ from the screen's.
SMILES,Mtb BioA inh,Mtb UGM inh,GDH-TPI counter,DUSP3 inh,MazF activator,Vc quorum ag,Mtb FBA inh,SSB-PriA inh,Rv3671c protease,SARS 3CLpro inh
O=C1CCCc2cc3c(cc21)CC1(C3)Cc2cc3c(cc2C1)C(=O)CCC3,.,-2.9,0,9,-12,1.7,3,-2,-14,1
CC(C)[C@H](NC(=O)c1c(F)cccc1F)C(=O)OCC(=O)NNC(=O)c1ccccc1,-0.6,.,0,.,8,i,-3,.,.,.
COC(=O)c1sc(=S)n(-c2ccccc2)c1N,0.7,-1.4,23,2,3,-0.3,-2,-1,-8,0
COc1cccc(CC(=O)NCC2COc3ccccc3O2)c1OC (centres undefined),0.5,4.4,1,41,-6,4.2,0,-6,1,1
CCCCN1C(=N)N([C@@H](C)CN2CCC[C@H]2CN2C(N)=NC[C@H]2CC(C)C)C[C@H]1Cc1ccccc1,-0.8,3.3,13,.,22,-0.4,4,-3,0,.
COc1ccc(C(CNC(=O)c2cc(S(=O)(=O)NCc3ccco3)ccc2C)N(C)C)cc1 (centres undefined),-0.9,-4.0,4,.,3,-2.1,4,3,2,.
CSc1nc(NC(C)=O)nc(C)c1Br,-1.1,0.1,6,31,-2,-3.4,-3,-1,0,-2
CC(=O)NCCc1nc2ccccc2n1CCOc1ccccc1C,-2.8,-0.2,15,4,10,-0.4,-2,6,-3,7
O=C(Nc1nc2c(s1)CCCC2)c1ccc(Br)o1,-0.5,3.8,2,29,1,-0.1,-2,-14,-2,-3
O=c1[nH]c(CSc2ccccc2)nc2c1oc1ccccc12,.,1.4,0,14,13,-0.4,-3,0,-5,2
Cn1c(SCc2cccc(Br)c2)nnc1-c1ccccn1,1.3,0.1,-11,13,3,-0.2,1,-3,3,0
COc1ccc(CN2CCN(C(C)C(=O)N3CCc4ccccc43)CC2)cc1OC (centres undefined),-0.1,1.3,6,3,8,-8.8,1,-12,1,2
O=C(CCCSc1nc2ccccc2[nH]1)NC(c1ccccc1)c1ccccc1,.,-0.7,1,13,0,0.8,-3,-10,-3,3
O=c1[nH]c(=O)n(-c2ccccc2Cl)c(O)c1C=NCCN1CCCCC1,-1.7,0.1,1,-17,1,-0.3,2,4,-4,8
c1ccc2c(c1)nc1n2CCS1,-0.7,-1.5,5,-4,-5,-0.4,-2,-6,-5,-4
c1csc(-c2cnc3n2CCCC3)c1,0.8,-0.9,11,32,5,-0.3,2,-1,1,3
CC1CC(N(C(=O)c2ccccc2Cl)c2ccccc2)c2ccccc2N1 (centres undefined),-0.4,-0.6,3,24,-7,i,0,-11,4,-3
O=C(O)C1=C(C(=O)Nc2ccc(F)c(Cl)c2)CCCC1,-2.1,-0.6,5,-13,-10,i,4,-11,6,-6
O=C(Oc1ccc([N+](=O)[O-])cc1)N1CCC(N2CCCCC2)CC1,-0.4,2.0,2,16,12,i,0,-5,-4,-1
CC(C)C1(C(C)C)OC(=O)c2ccccc21,.,0.9,10,-18,-9,i,7,-13,-4,-6
CCCc1cc(=O)[nH]c(SCC(=O)Nc2cc(S(=O)(=O)N3CCOCC3)ccc2Cl)n1,-0.4,-0.8,12,.,1,i,-1,-12,4,.
CC[C@@H]1CCCCc2ccccc2[C@@H](C(=O)C[C@@H](O)CC(C)=O)OC1=O,-0.4,2.2,-8,.,7,1.5,0,-8,-6,.
CC(C)c1ccc(CCNC(=O)CCNS(=O)(=O)c2ccc(Br)cc2)cc1,-4.3,0.5,-7,.,-19,i,2,-5,1,.
Cc1cccc(NS(=O)(=O)Cc2ccccc2)c1C,-1.5,-1.6,-4,0,6,-0.5,1,-16,-9,4
CCN1C(=O)N[C@@H](CCc2ccccc2)C(C(=O)OC)=C1C,-0.7,1.6,0,.,6,-0.4,-4,0,-2,.
CO[C@H]1[C@@H](OC)CC(OC2OC(CO)C(O)C(O)C2O)/C(=C\C#N)[C@@H]1O (some centres undefined),-0.1,-2.0,7,24,3,i,1,-1,5,4
CCC(C)(C)NC(=O)C(c1cccnc1)N(CCOC)C(=O)Cn1nnc2ccccc21 (centres undefined),0.4,.,0,4,8,-5.0,1,-17,.,5
C=C(C)Cn1c(=O)c2c(nc3n2CCCN3CCc2ccccc2)n(C)c1=O,4.0,4.1,3,30,6,-6.7,4,0,-1,1
COCCNC(=O)CC(NS(=O)(=O)c1ccc(C)cc1)c1ccco1 (centres undefined),.,-0.7,3,-5,11,-0.4,0,-17,1,1
O=C1c2c(O)cc(O)cc2O[C@H](c2ccc(O)c(O)c2)[C@@H]1O,.,0.1,.,19,.,.,.,.,9,5
CC12CCC(=O)N1C(C(=O)Nc1nc3ccc(S(C)(=O)=O)cc3s1)CS2 (centres undefined),-0.3,-0.9,12,5,0,1.6,-3,-14,8,2
O=S(=O)(c1ccc2c(c1)OCCO2)N1CCC(n2cnc3cc(F)ccc32)CC1,0.1,0.2,10,22,-2,-0.3,-4,-9,3,-1
COc1ccc(C2=CC(c3ccc(Cl)cc3)n3cnnc3N2)cc1OC (centres undefined),12,-0.8,14,8,-1,0.3,8,-14,10,2
O=C(CNC(=O)Cc1ccccc1)N=Nc1c(O)n(Cc2ccc3c(c2)OCO3)c2ccccc12,-1.2,.,22,27,-15,-4.6,-2,1,.,-1
O=C1CCN(Cc2ccccc2)S(=O)(=O)c2ccccc21,0.4,2.9,0,-1,8,i,-2,-6,1,.
O=C(NC(c1ccc(Cl)cc1)c1ccsc1)C1CCN(Cc2cccc(Cl)c2)CC1 (centres undefined),-0.8,.,1,.,.,-0.1,1,.,.,.
O=C(NC1CC1)c1cc2cc3ccccc3nc2s1,-0.1,0.5,14,15,5,i,0,-8,1,-5
O=S(=O)(NC1CCCc2ccccc21)c1cnc[nH]1 (centres undefined),1.1,1.3,2,-4,-4,-0.6,3,-25,-4,-7
CC(=O)Nc1ccc(NC(=O)CSc2nnc(C)c(=O)[nH]2)cc1,3.1,3.2,5,-2,6,i,2,9,1,5
Cc1cc(=O)oc2ccc(OC(=O)c3cccc(S(=O)(=O)N4CCOCC4)c3)cc12,-3.4,-1.2,1,-1,2,.,0,-1,-6,2
COc1ccc(OC)c(NS(=O)(=O)c2ccc(NC(=O)C3COc4ccccc4O3)cc2)c1 (centres undefined),0.7,-1.0,-1,25,1,i,0,8,-21,7
Cc1cc(C(=O)CN2C(=O)C(=O)N(Cc3ccccc3)C2=O)c(C)n1Cc1ccccc1,-2.2,0.7,-3,.,-4,-6.3,-1,-1,-8,.
O=C(CSc1nc(Cc2ccccc2)nc2ccccc12)c1ccc2c(c1)OCCO2,-4.1,3.7,16,20,-14,-5.9,-1,-7,-60,-4
Cc1ccc(S(=O)(=O)N2CCCCC2)cc1NC(=O)COC(=O)CNC(=O)c1cc(Cl)cc([N+](=O)[O-])c1,.,-1.1,-3,4,4,i,1,20,-9,-2
Clc1ccc(CSc2ncnc3nc[nH]c23)cc1,.,2.1,0,3,-2,-0.3,1,-5,2,-4
C=CCN1C(=O)/C(=C/c2ccc(-c3ccc(F)cc3)o2)SC1=S,0.1,-1.5,2,10,-108,3.0,-4,20,4,-4
Cc1ccc(NC(=O)C2CCCN2c2nn3c(=O)cc(C)nc3s2)cc1 (centres undefined),0.7,-0.5,2,13,-16,-0.2,4,-13,-4,-4
COc1ccc(NC(=O)CN(C)S(=O)(=O)c2ccccc2)cc1OC,.,1.2,11,-2,5,-0.2,2,-8,-3,-4
O=S(=O)(NC1CC1)c1ccc(S(=O)(=O)N2CCc3ccccc32)cc1,2.7,4.1,4,15,2,-6.2,0,0,-5,3
CCn1ncc([N+](=O)[O-])c1C(=O)N1CCc2ccccc2C1,0.2,1.1,0,8,12,-0.4,2,-10,-1,-3
CCOn1c(=O)c(-c2cccc([N+](=O)[O-])c2)[n+]([O-])c2ccccc21,.,1.2,6,0,0,i,3,-6,-1,2
Cc1ccccc1Cn1cnc2c(nnn2Cc2ccc(F)cc2)c1=O,.,-0.6,-4,26,-15,i,-1,-7,1,2
OCn1c2ccccc2c2ccccc21,0.8,-0.9,3,14,-8,-0.6,1,-2,-4,-5
COc1cccc(C(=O)c2c(-c3ccccc3)ncc3cc(OC)c(OC)cc23)c1,1.1,.,21,.,3,-0.9,-1,4,.,.
Fc1cc(Cl)ccc1Nc1nc(NCc2ccccc2)nc2ccsc12,1.0,.,-4,.,.,0.3,4,.,.,.
O=C(N/C(=C\c1ccc([N+](=O)[O-])cc1)C(=O)N1CCCCC1)c1ccco1,3.5,-2.1,19,32,9,-7.8,-3,6,8,0

# A draw from above in order of length of the SMILES, low to high.
SMILES,Mtb BioA inh,Mtb UGM inh,GDH-TPI counter,DUSP3 inh,MazF activator,Vc quorum ag,Mtb FBA inh,SSB-PriA inh,Rv3671c protease,SARS 3CLpro inh
c1csc(-c2cnc3n2CCCC3)c1,0.8,-0.9,11,32,5,-0.3,2,-1,1,3
CCN1C(=O)N[C@@H](CCc2ccccc2)C(C(=O)OC)=C1C,-0.7,1.6,0,.,6,-0.4,-4,0,-2,.
COc1ccc(CN2CCN(C(C)C(=O)N3CCc4ccccc43)CC2)cc1OC (centres undefined),-0.1,1.3,6,3,8,-8.8,1,-12,1,2
CC12CCC(=O)N1C(C(=O)Nc1nc3ccc(S(C)(=O)=O)cc3s1)CS2 (centres undefined),-0.3,-0.9,12,5,0,1.6,-3,-14,8,2
CCC(C)(C)NC(=O)C(c1cccnc1)N(CCOC)C(=O)Cn1nnc2ccccc21 (centres undefined),0.4,.,0,4,8,-5.0,1,-17,.,5
Cc1cc(=O)oc2ccc(OC(=O)c3cccc(S(=O)(=O)N4CCOCC4)c3)cc12,-3.4,-1.2,1,-1,2,.,0,-1,-6,2
CCCCN1C(=N)N([C@@H](C)CN2CCC[C@H]2CN2C(N)=NC[C@H]2CC(C)C)C[C@H]1Cc1ccccc1,-0.8,3.3,13,.,22,-0.4,4,-3,0,.
